Compound activity (PubChem)
Growth percent in the NCI-60 one-dose screen (48 h, 10 µM unless noted): 100 = growth as untreated, 0 = no growth, -100 = all killed.
PC-3 – PC-3 prostate cancer cells | 80,000 tested, 3.9% active | AID 1794754
SNB-19 – SNB-19 CNS cancer cells; 81,000 tested, 2.5% active; AID 1794751
U251 – U251 CNS tumor cells; 80,000 tested, 5.4% active; AID 1794753
SNB-75 – SNB-75 CNS cancer; 79,000 tested, 5% active
SF-539 – SF-539 CNS cancer. 81,000 tested, 6.8% active
SF-268 – SF-268 CNS cancer cells; 82,000 tested, 3.1% active; AID 1794759
HCC-2998 – HCC-2998 colon cancer; 79,000 tested, 4.7% active; AID 1794799
SF-295 – SF-295 CNS cancer cells; 79,000 tested, 5.6% active; AID 1794758
An asterisk follows results filed as active; / = not tested or not shown. The calls were made as follows: active = growth percent below 10; inactive = the rest.

SMILES	PC-3	SNB-19	U251	SNB-75	SF-539	SF-268	HCC-2998	SF-295
Cn1cc(-c2nc(-c3cn(C)c4ncccc34)cs2)c2ccccc21	54	51	32	21	28	45	67	21
Nc1ccc(S(=O)(=O)O)c2cc(S(=O)(=O)O)cc(O)c12	98	105	108	113	96	111	117	110
O=[N+]([O-])c1ccc(-c2nnc(Nc3ccc(C(F)(F)F)cc3)o2)cc1	73	97	84	107	104	100	105	100
O/N=C/c1ccc(Cl)cc1	96	104	93	79	98	107	/	96
O=C(/C(=C\c1ccc([N+](=O)[O-])cc1)S(=O)Cc1ccc(Cl)cc1)c1ccc(Cl)cc1 (stereo not drawn)	67	72	54	93	99	64	80	91
CCCCCCCCOB(OCCCCCCCC)OCCCCCCCC	96	106	93	118	104	106	105	100
COC(=O)C1=C(C)NC(C)=C(C(=O)OC)C1c1c(-c2ccccc2)nc2sccn12	79	99	96	87	107	128	96	100
CCOc1ccc(-c2c(C#N)c(-c3ccc(Cl)cc3)nc3n[nH]c(-c4ccc(Cl)cc4)c23)cc1OC	28	77	63	59	63	73	53	76
COc1c(N2CC3CCCNC3C2)c(F)cc2c(=O)c(C(=O)N/N=C/c3cc[nH]c3)cn(C3CC3)c12 (stereo not drawn)	87	103	103	94	90	90	100	107
O=C1C(=O)c2ccccc2C(O)=C1C(C1=C(O)c2ccccc2C(=O)C1=O)c1ccc(Cl)c(Cl)c1	79	98	105	135	116	108	79	76
CCC/C=C/C=N/N1C(=S)N(C2CCCCC2)[C@]23OC(N)=C(C#N)[C@]12C(=O)c1ccccc13	23	77	62	110	101	91	86	65
COC1=C(N(C)C)C(=O)c2ccccc2C1=O	100	115	116	98	106	98	101	108
Cc1ccc(C(=O)OCC(C)C)cc1	99	115	102	93	105	102	105	104
Cc1cc(=O)oc2cc(OC(=O)C3CC3)ccc12	93	104	100	91	100	97	104	100
CC(=O)c1cc2c(N)c(C(=O)Nc3cccc4c3OCCO4)sc2nc1C	91	93	99	/	100	96	95	93
Brc1ccc(Cn2nnnc2-c2ccn(-c3ccccc3)n2)cc1	61	79	76	90	81	73	80	51
O=c1[nH]nc(-c2ccc(Br)cc2)cc1Cc1cccc(Cl)c1	100	100	116	106	106	99	105	137
CCc1c(Cl)nc(N)nc1Nc1ccccc1C	/	101	105	86	111	103	91	99
COc1ccc(-c2ccc3cnc4sc(-c5ccc(OC)cc5)nc4c3n2)cc1	70	98	94	86	92	95	93	100
NC(=O)CCC(N)=O	97	107	102	110	100	109	101	107
O=C(O)c1cc([N+](=O)[O-])ccc1C(=O)OCCCBr	106	97	98	102	102	98	101	100
C=C(C)[C@@H]1CC[C@]2(C(=O)O)CC[C@]3(C)[C@H](CC[C@@H]4[C@@]5(C)C[C@@H](Cc6cn([C@H]7C[C@H](n8cc(C)c(=O)[nH]c8=O)O[C@@H]7CO)nn6)[C@H](OC(=O)CC(C)(C)C(=O)O)C(C)(C)[C@@H]5CC[C@]43C)[C@@H]12	92	92	103	/	91	91	98	101
C#Cc1ccc(-n2c(/C=C/c3cccc4c3OCO4)nc3ncccc3c2=O)cc1	87	83	97	66	102	87	102	102
Cc1nn(-c2ccccc2)c2ncc3c(c12)C(=O)N(Cc1ccccc1)C3=O	75	48	8.0*	-27*	/	81	63	1.2*
COc1ccccc1-c1c(-c2ccccc2)c[nH]c1C(N)=O	106	102	99	87	94	90	110	103
CC1(C)[C@H](O)CC[C@]2(C)[C@@H]1CC[C@@]13C[C@H](CC[C@H]12)[C@]1(CO1)C3	101	96	104	109	100	104	107	106
Cc1ccc(N2C(=O)C=CC2=O)cc1	97	95	102	90	112	106	94	115
COc1ccc(C2=NNC3(C2)C(=O)Nc2ccccc23)cc1 (stereo not drawn)	85	97	/	84	102	105	102	/
O=S(=O)(Nc1ncccn1)c1ccc(NC2Nc3nc4ccccc4nc3S2)cc1 (stereo not drawn)	101	99	103	85	96	98	108	99
CCOc1ccc2c(c1)CC[C@@H]1[C@@H]2CC[C@]2(C)[C@@H](O)[C@@H](O)C[C@@H]12	91	99	95	107	103	103	108	100

Among those listed so far, two contain two or more sulfur atoms:
SMILES	PC-3	SNB-19	U251	SNB-75	SF-539	SF-268	HCC-2998	SF-295
Nc1ccc(S(=O)(=O)O)c2cc(S(=O)(=O)O)cc(O)c12	98	105	108	113	96	111	117	110
O=S(=O)(Nc1ncccn1)c1ccc(NC2Nc3nc4ccccc4nc3S2)cc1 (stereo not drawn)	101	99	103	85	96	98	108	99

Carrying on.
SMILES	PC-3	SNB-19	U251	SNB-75	SF-539	SF-268	HCC-2998	SF-295
CCN1C(=S)N(CC)C2C1N=C(SC)N2/N=C/C=C/c1ccccc1OC (stereo not drawn)	72	85	86	83	95	91	97	60
CCOc1ccc2c(c1)CN(Cc1ccc(Cl)cc1)CO2	49	18	25	-39*	1.3*	25	86	-7.0*
O=C(CCCC(=O)N/N=C/c1ccc(Cl)cc1Cl)N/N=C\c1ccc(Cl)cc1Cl	89	95	107	80	/	95	108	108
COc1ccc(C(=O)/C=C/c2cn(-c3cccc(Cl)c3)nc2-c2ccc(OC)cc2)cc1	80	84	82	77	76	95	96	101
O=C1c2ccccc2C(=O)N1c1ncnc2nc[nH]c12	89	99	102	92	114	115	107	97
CC(C)(C)c1ccc(C(=O)Nc2sc3c(c2C(N)=O)CC/C(=N\O)C3)cc1	19	27	18	44	22	32	34	17
CCCCCCN1C(=O)C2CCC(=O)N2C1N(C)C (stereo not drawn)	98	104	107	86	99	106	103	98
CC(=O)OCCCc1ccccc1	127	107	98	99	116	109	109	87
CS(=O)(=O)c1ccc2c(c1)c1c(n2Cc2ccc(Cl)cc2)CCCC1=O	92	89	98	92	97	95	104	98
COc1cc(-c2cc(=O)c3c(O)cc(C)cc3o2)cc(OC)c1OC	113	102	100	93	101	104	108	/
CCOC(=O)CSc1nc(-c2cnccn2)cc(-c2cccs2)c1C#N	91	88	96	87	86	94	113	87
O=c1cc(N2CCNCC2)oc2c(-c3ccc4c(c3)OCCO4)csc12	98	109	103	100	98	93	110	101
COc1ccc(Cl)cc1/C=C/C(=O)/C=C(O)/C=C/c1cc(Cl)ccc1OC	81	90	95	78	95	85	114	70
CCOC(=O)c1ccc(NC(=O)Nc2nccs2)cc1	23	12	13	61	-50*	0.1*	-28*	9.2*
O=C(/C=C/c1cccc(Br)c1)c1cccc(OCCCOc2cccc(C(=O)/C=C/c3cccc(Br)c3)c2)c1	97	102	88	84	101	97	103	99
NC1=NC(c2c(O)cccc2Br)n2c(nc3ccccc32)N1 (stereo not drawn)	98	106	98	100	111	112	/	105
COc1ccc2[nH]c(C(=O)OCc3ccc4cccc(O)c4n3)cc2c1	-56*	51	22	-29*	-93*	-66*	-36*	74
COc1ccc(C(C(=O)NCCN2CCOCC2)N(C(=O)C2CC2c2ccc(F)c(F)c2)c2ccc(C)cc2)c(OC)c1 (stereo not drawn)	77	90	91	97	106	98	103	106
Nc1c(Br)cc2c(c1Br)Cc1cc(Cl)ccc1-2	83	88	101	72	89	107	102	88
CCOC(=O)CC1CSC(c2ccc(F)cc2)=N1 (stereo not drawn)	101	101	101	103	110	105	105	107
O=C(O)CC(c1ccccc1)C(C(=O)O)c1ccccc1 (stereo not drawn)	92	108	104	96	98	115	101	102
COc1cccc2c1C(=O)c1ccccc1C2=O	85	97	103	116	102	97	95	114
C=C(C)C(CCC(C)C)(C(=O)OCC)C(=O)OCC	100	102	102	/	119	111	102	125
Cc1cc(=O)oc2cc(OCCCCOc3ccc(/C=C/C(=O)Nc4ccccc4F)cc3)ccc12	104	81	92	108	91	109	116	96
C=CCC(C#N)(C(=O)OCC)/C(C)=C/CC (stereo not drawn)	100	107	99	87	103	110	118	/
COc1cc(/C=C/C(=O)Oc2ccc(/C=C/c3cc(OC(=O)/C=C/c4ccc(O)c(OC)c4)cc(OC(=O)/C=C/c4ccc(O)c(OC)c4)c3)cc2)ccc1O	88	103	104	94	97	95	106	99
COc1ccc(CNC(=O)Nc2cnc(Cl)nc2Oc2cccc(C(F)(F)F)c2)cc1	53	99	90	113	103	93	97	103
COc1ccc(C(C)(c2c[nH]c3ccccc23)c2c[nH]c3ccccc23)cc1	58	91	75	95	91	71	93	49
CCOC(=O)C(c1ccccc1)(c1ccccc1)c1ccccc1	82	104	97	78	105	102	96	90
CN1CCN(CC(=O)Nc2nc3c(s2)Nc2cc(Cl)c(Cl)cc2NC3=O)CC1	98	104	95	96	107	111	110	108
O=C(NCc1ccco1)c1ccc(-c2ccc(Br)cc2)o1	88	88	95	73	105	91	104	/
Fc1ccc(C2=NN(c3cc(Cl)cc(Cl)c3)C(c3cccc(Nc4ccnc5cc(C(F)(F)F)ccc45)c3)C2)cc1 (stereo not drawn)	71	96	92	94	110	77	93	84
NCCSSC/C=C\CSSCCN	78	/	92	92	109	99	/	104
C#CC(CCC)NCCCC (stereo not drawn)	99	105	93	106	109	100	96	106
O=C(Nc1ccc2c3c(cccc13)CC2)c1cc2c([nH]c1=O)CCCC2	98	101	108	83	99	100	115	111
CSC(=N\N=C\c1cccs1)/N=C/N(C)C	104	110	104	92	100	101	119	108
O=C(CC(O)c1coc(-c2ccc(Cl)cc2)n1)c1ccc(Cl)cc1 (stereo not drawn)	86	95	92	97	107	97	100	103
CC1=CC2C(=O)C(C)(O)C1C1C(C)(O)C(=O)C=CC21C (stereo not drawn)	100	104	98	99	96	110	102	39
Nc1cc(N)c(N=Nc2ccc(S(=O)(=O)O)cc2)cc1N=Nc1ccc(-c2ccc(N=Nc3ccc(O)c(C(=O)O)c3)cc2)cc1	98	96	101	99	100	104	104	103
C[C@H](NC(=O)c1snnc1C1CC1)c1c(F)cccc1Cl	99	142	90	95	97	114	96	97
CC[N+](C)(CCO)C(Cc1ccccc1)c1ccccc1 (stereo not drawn)	93	99	84	110	105	105	105	97
CC1(C)CCCOC1=O	90	113	88	103	94	104	/	/
O=C1Nc2ccccc2/C1=C\c1nc(-c2ccccc2F)n2ccccc12	44	46	-3.3*	-68*	-1.9*	25	86	38
NC(=O)C[n+]1cccc2c3ccccc3ccc21	91	102	97	97	99	100	100	103
O=C(/C=C(\C(=O)c1ccccc1)c1ccccc1)c1ccccc1	92	95	98	90	106	94	121	93
CCN1C(=O)N(CC)C2C1NN=c1s/c(=C\c3cc4ccccc4[nH]3)c(=O)n12 (stereo not drawn)	13	45	7.5*	32	-22*	26	10	19
C[C@H](c1ccccc1)N1C(=S)N(C)[C@H]2NC(=S)N[C@H]21	101	101	102	94	93	102	107	100
O=C1CC2CC=CCN2C=C1c1cccs1 (stereo not drawn)	93	104	98	100	106	97	88	102
O=C(O)c1ccc2c(c1O)C(=O)c1ccccc1C2=O	82	100	106	92	97	97	93	101
CCN(CC)CCCNC(=O)c1ccc(N)cc1	101	102	101	96	106	102	126	99
CN([N-]C(=O)CC(=O)[N-]N(C)C(=S)c1ccccc1)C(=S)c1ccccc1.[Cu+2]	-53*	-96*	-99*	-97*	-69*	-67*	-94*	/
CCC(O)c1ccc(Br)cc1NC(=O)c1cccc(Cl)c1 (stereo not drawn)	34	21	12	39	2.7*	19	19	9.4*
COc1ccc(C2=C/C(=C\c3ccc(O)c(OC)c3)C(=O)N2Cc2ccccc2)cc1	85	89	85	96	98	101	104	106
CCOC(=O)C1=C(c2ccccc2)N=C2Sc3c(-c4ccc(Br)cc4)nc(N)nc3N2C1c1cc(OC)c(OC)c(OC)c1 (stereo not drawn)	79	83	90	79	96	84	102	83
Cc1nc2cc(Nc3nc(N4CCOCC4)nc(N4CCOCC4)n3)ccc2n1Cc1ccccc1	91	103	/	71	81	85	106	95
C1=CCN(c2nc(N3CCOCC3)nc(N3CCCc4ccccc43)n2)CC1	92	101	99	/	102	114	108	81
N=C(N)c1ccc(-c2ccc(-c3ccc(-c4ccc(Cl)c(Cl)c4)s3)s2)cc1	70	87	89	/	95	79	101	98
CC(C)N1C(=O)c2c(F)c(F)c(F)c(F)c2C1=O	95	89	95	90	94	100	107	94
Cc1cc(=O)n(-c2nc(-c3ccco3)c(C#N)c(=O)[nH]2)[nH]1	105	112	106	107	98	94	106	103
CCOC(=O)c1c2ncccc2n2c(=O)n(Cc3ccccc3)nnc12	82	106	107	74	81	108	100	102
CCn1cnc2c(Nc3ccccn3)nc(Cl)nc21	98	99	100	84	100	97	103	98

Grouped by structure, the entries above containing fluorine (ten)
SMILES	PC-3	SNB-19	U251	SNB-75	SF-539	SF-268	HCC-2998	SF-295
O=[N+]([O-])c1ccc(-c2nnc(Nc3ccc(C(F)(F)F)cc3)o2)cc1	73	97	84	107	104	100	105	100
COc1c(N2CC3CCCNC3C2)c(F)cc2c(=O)c(C(=O)N/N=C/c3cc[nH]c3)cn(C3CC3)c12 (stereo not drawn)	87	103	103	94	90	90	100	107
COc1ccc(C(C(=O)NCCN2CCOCC2)N(C(=O)C2CC2c2ccc(F)c(F)c2)c2ccc(C)cc2)c(OC)c1 (stereo not drawn)	77	90	91	97	106	98	103	106
CCOC(=O)CC1CSC(c2ccc(F)cc2)=N1 (stereo not drawn)	101	101	101	103	110	105	105	107
Cc1cc(=O)oc2cc(OCCCCOc3ccc(/C=C/C(=O)Nc4ccccc4F)cc3)ccc12	104	81	92	108	91	109	116	96
COc1ccc(CNC(=O)Nc2cnc(Cl)nc2Oc2cccc(C(F)(F)F)c2)cc1	53	99	90	113	103	93	97	103
Fc1ccc(C2=NN(c3cc(Cl)cc(Cl)c3)C(c3cccc(Nc4ccnc5cc(C(F)(F)F)ccc45)c3)C2)cc1 (stereo not drawn)	71	96	92	94	110	77	93	84
C[C@H](NC(=O)c1snnc1C1CC1)c1c(F)cccc1Cl	99	142	90	95	97	114	96	97
O=C1Nc2ccccc2/C1=C\c1nc(-c2ccccc2F)n2ccccc12	44	46	-3.3*	-68*	-1.9*	25	86	38
CC(C)N1C(=O)c2c(F)c(F)c(F)c(F)c2C1=O	95	89	95	90	94	100	107	94
